Pf growth 96h – inhibits malaria parasite growth, 96 h; P. falciparum luciferase reporter growth, 96 h; Potency, µM (highest dose often 28.7 µM), for inactives: at the highest dose activity change, negative = inhibition, usual class: inhibitors; 320,000 tested, 6.9% active; AID 504834
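Erythrocytes infected with luciferase-expressing P. falciparum were dispensed at 2% hematocrit and 0.05% parasitemia (final), then incubated with compounds 96 hours at 37 C in 5% CO2. Luminescence after detection reagent addition reported growth.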
LmPK inh – blocks Leishmania mexicana pyruvate kinase activity | AID 1721 | purified LmPK, Kinase-Glo ATP luminescence, 1 h | 290,000 tested, 0.37% active | Potency, µM (titrated, usually from 57.5 µM), for the others: at the highest dose activity change, negative = inhibition, most hits filed as inhibitors | Q27686
Target sequence (Q27686 whole entry, looked up): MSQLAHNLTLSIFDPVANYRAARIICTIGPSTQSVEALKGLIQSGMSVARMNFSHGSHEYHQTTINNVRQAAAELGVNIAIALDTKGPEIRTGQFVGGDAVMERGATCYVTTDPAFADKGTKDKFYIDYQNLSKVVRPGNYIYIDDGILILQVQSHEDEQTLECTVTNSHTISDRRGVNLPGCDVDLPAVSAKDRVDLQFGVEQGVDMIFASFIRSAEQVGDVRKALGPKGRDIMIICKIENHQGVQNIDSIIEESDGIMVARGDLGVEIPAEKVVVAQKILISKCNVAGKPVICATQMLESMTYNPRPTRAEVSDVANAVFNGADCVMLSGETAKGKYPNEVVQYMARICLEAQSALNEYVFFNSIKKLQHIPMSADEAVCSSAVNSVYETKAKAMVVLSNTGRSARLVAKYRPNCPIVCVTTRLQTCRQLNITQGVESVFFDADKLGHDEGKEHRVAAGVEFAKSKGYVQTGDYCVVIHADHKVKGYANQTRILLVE
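0.1 nM LmPK, 0.5 mM PEP, 0.1 mM ADP; 50 mM imidazole pH 7.2, 7 mM MgCl2, 50 mM KCl; 1 h RT. Kinase-Glo luminescence readout, normalized to no-enzyme (full inhibition) and uninhibited wells.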
Sm TGR block – blocks Schistosoma mansoni thioredoxin glutathione reductase; Q962Y6; purified TGR, DTNB reduction, TNB absorbance 405 nm; Potency, µM (highest dose often 114 µM), for inactives: at the top dose activity change, negative = inhibition, hits mostly inhibitors; 360,000 tested, 3% active; also: nearly all actives have a fitted effect of over 60% in size
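TGR 20 nM + NADPH 100 uM (dispensed conc.), cpd preinc 15 min RT; start with NADPH (500 uM addition) then DTNB (15 mM addition). Kinetic TNB absorbance, 405 nm filter. Four-parameter Hill fit across titration.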
HCV inhibitor – HCV inhibition | Potency, µM (series often up to 41.8 µM), without a hit: at the top dose activity change, negative = inhibition, usual class: inhibitors | 340,000 tested, 3.4% active | Huh7.5.1 HCVcc-Cre infection, luciferase reporter, 44 h
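Cells seeded at 1,000/well and cultured 4 h, then compounds added followed by HCVcc-Cre virus (~0.5 moi). After 44 h further culture, luciferase substrate was added, plates held 15 min at room temperature, and luminescence read for 15 sec.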
Tb PYK inh – inhibitors of Trypanosoma brucei pyruvate kinase; Q57TT1; TbPYK enzyme, Kinase-Glo Plus ATP luminescence, 45 min; Potency, µM (titrated, usually from 76.8 µM), for inactives: top-dose activity, negative = inhibition, usual class: inhibitors; 410,000 tested, 0.12% active; AID 624173; also: nearly all actives have a fitted effect of over 50% in size
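Quantitative HTS: titrated library compounds versus trypanosomal pyruvate kinase in TEA buffer (pH 7.2) containing KCl, MgCl2, BSA and Tween-20. Reactions were initiated with ADP, 130 uM final. Kinase-Glo Plus luminescence was read after 45 min at RT.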
Pf growth 48h – P. falciparum growth inhibition at 48 hours (one generation); P. falciparum luciferase growth in erythrocytes, 48 h; Potency, µM (titrated, usually from 28.7 µM), inactives show at the top dose activity change, negative = inhibition, actives largely listed as inhibitors; 310,000 tested, 5.9% active; AID 504832
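Here the parasites carry a stable luciferase gene and grow inside erythrocytes in Albumax-based RPMI medium with compound for one erythrocytic cycle. Activity is scored as loss of luminescent signal.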
* hit, by the source's call; u = inconclusive; x = not tested or not shown; & = joins results of further samples; [ ] = remark or other dose. Calls follow the shape of the dose curve; as a rule, active = well fitted curve in the direction sought with a large enough effect; inconclusive = small, poorly fitted or top-dose-only effect, or another doubt; inactive = no such curve, though single readings can be large; an effect the other way counts as inactive or inconclusive. % is scaled to controls: 0 for no effect and ±100 for the full control effect; potency is read from the fitted curve at half-maximal effect. Compounds as they come; overall some 16% were active at least once.

SMILES	Pf growth 96h	LmPK inh	Sm TGR block	HCV inhibitor	Tb PYK inh	Pf growth 48h
O=C1NC[C@H](c2ccccc2)N(CCc2cccc3ccccc23)C1=O	-7%	3%	1%	12%	-3%	9%
COc1cccc(CN(C)C(=O)C23CC4CC(CC(C4)C2)C3)c1	-20%	-3%	0%	8%	-1%	-10%
COc1ccc(C(=O)NCCS(=O)(=O)NC2CCCC2)cc1	32%[activator]	x	-1%	1%	1%	-26%
CCOC(=O)Cn1nc(C)c(NC(=O)c2ccc([N+](=O)[O-])c(C)c2)c1C	82%[activator]	2%	-8%	7%	1%	16%
O=C(c1ncc[nH]1)c1cccs1	38%[activator]	8%	0%	5%	-5%	78%
CCCC(=O)Nc1nnc(S(=O)(=O)N2CCCCCC2)s1	66%[activator]	-2%	-17%&7%	14%	3%&-7%	19%
COc1ccccc1-c1nnc(SCC(=O)O)n1-c1ccc(C)cc1	u	1%	-10%	-3%	-7%	u
COc1cccc(C2Nc3ccc4ccccc4c3C3=C2C(=O)CC(C)(C)C3)c1OCC(=O)O (stereo unspecified)	u	-3%	-9%	11%	6%	u
COc1ccc(OC)c(S(=O)(=O)N2CCC(C(=O)Nc3cc(C)ccc3C)CC2)c1	13µM*	1%	-1%	-15%	7%	x
Cc1ccccc1OCc1occc1C(=O)Nc1cccc(-n2cnnn2)c1	u	-1%	-7%	u	-15%	u
COc1ccccc1NC(=O)N1CCOCC1	2%	-3%	2%	27%	2%	11%
CCOc1ccccc1N1CCN(CC(=O)N(C2CCCC2)C2CCS(=O)(=O)C2)CC1 (stereo unspecified)	-24%	x	-3%	-1%	2%	-4%
COCCN1C(=O)C(=O)/C(=C(/O)c2ccc(S(=O)(=O)N3CCOCC3)cc2)C1c1ccc(C(C)C)cc1 (stereo unspecified)	5%	-4%	-4%	x	x	14%
CCN(C(=O)COC(=O)CCc1ccccc1OC)c1c(N)n(Cc2ccccc2)c(=O)[nH]c1=O	4%	x	0%	u	-6%	-2%
CCCOC(=O)C1[C@H]2C(=O)N(Cc3ccco3)C[C@]23C=C[C@H]1O3 (stereo partly specified)	-16%	-1%	25µM*	18%	2%	6%
COc1ccc(C(C)(C)C)cc1NC(=O)CCCn1c(=O)oc2ccccc21	u	1%	-13%	u	2%	-20%
Cc1cccc2nc(CSc3ncccc3C(=O)O)cn12	15%	-1%	0%	5%	-1%	-2%
CCN(CC)S(=O)(=O)c1ccc(OCC(=O)NC2CCS(=O)(=O)C2)c([N+](=O)[O-])c1 (stereo unspecified)	u	-1%	14%	2%	-5%	-4%
Cc1ccc(S(=O)(=O)NCCCn2ccnc2)cc1	60%[activator]	1%	-7%	6%	3%	8%
CC1(C)Cc2nc3oc4c(N(CCO)Cc5ccccc5)ncnc4c3cc2CO1	0%	-3%	1%	u	6%	0%
COc1ccc(OC)c(NC(=S)NCCSc2ccc(C)cc2)c1	17%	1%	-9%	-10%	2%	0%
C#CCOCCOCCOCCNc1nc(N2CCN(C(=O)CCCCCCCCCCNC(=O)Cn3cc(C[C@@H](C)O)nn3)CC2)nc(N2CCN(C(=O)CCCCCCCCCCNC(=O)[C@H](CCCCN)n3cc(CCCC(=O)O)nn3)CC2)n1	u	x	u	u	-3%	5.2µM*
O=[N+]([O-])c1ccc(-c2ccc(S(=O)(=O)N3CCOCC3)cc2)cc1	22%	-5%	13%	8%	9%	1%
COc1ccc(COCC(O)CN(Cc2ccco2)Cc2ccccc2O)cc1 (stereo unspecified)	4.7µM*	1%	-9%	15%	7%	8.3µM*
O=C1N/C(=C\c2ccc(O)cc2)C(O)=C1C=NCc1ccccc1	12%	0%	-4%	-23%	-15%	u
Cc1ccc(NC(=O)C2CCN(C(=O)NCc3ccccc3)CC2)cc1C	75%[activator]	-5%	0%	9%	-3%	3%
O=C(/C=C/c1ccco1)N1CCN(c2ncccn2)CC1	14%	-4%	20µM*	17%	-8%	77%[activator]
O=C(CN1CCN(S(=O)(=O)c2ccc(Cl)cc2)CC1)NC1CC1	28%	-9%	-17%	-1%	2%	6%
Cc1[nH]c(C)c(S(=O)(=O)NCCc2ccccc2)c1C(=O)N1CCCC1	25%	-5%	-20%	5%	0%	13%
COC(=O)c1ccc(CSc2nnnn2-c2ccccc2)o1	-4%	13%	-28%[11.4 µM]	-9%	-3%	x
O=C(O)C1OC2OC3(CCCCC3)OC2C2OC3(CCCCC3)OC12 (stereo unspecified)	1.5µM*	3%	-5%	35%[activator]	3%	13%
c1cc(CCN2CCCC2)ccn1	u	-3%	-5%	16%	2%	0%
Cc1ccc(-c2nc(N/N=C/c3ccccc3[N+](=O)[O-])c3ccccc3n2)cc1	89%[activator]	0%	-1%	u	0%	140%[activator]
O=C(Nc1ccc(N2CCCCC2)cc1)c1cccnc1Cl	u	-1%	0%	6%	-2%	x
Cc1ccc(N2CN(CCc3ccccc3)CNC2=S)cc1	u	1%	-4%	5%	0%	9.3µM*
Cc1ccc(S(=O)(=O)NNC(=O)c2cccnc2)cc1	u	7%[11.5 µM]	-5%	21%	-7%	18%
O=C(COc1ccccc1F)N1CCN(CCN2C(=O)c3cccc4cccc(c34)C2=O)CC1	u	-3%	-18%	-21%	3%	u
CCN(CC(=O)Nc1sc2c(c1C#N)CCC(C)C2)Cc1nc2ccccc2c(=O)[nH]1 (stereo unspecified)	u	3%	1%	u	-6%	u
O=C(OCC(=O)N1CCN(Cc2ccccc2)CC1)c1ccc(Cl)cc1	26%	-1%	-8%	-9%	-1%	-18%
CC(=O)N=c1sccn1CC(O)c1ccc(Br)cc1 (stereo unspecified)	40%[activator]	-3%	0%	-10%	-5%	u

Ordered by SMILES length (smallest number first): three of the compounds above
SMILES	Pf growth 96h	LmPK inh	Sm TGR block	HCV inhibitor	Tb PYK inh	Pf growth 48h
O=C(c1ncc[nH]1)c1cccs1	38%[activator]	8%	0%	5%	-5%	78%
COc1ccc(C(C)(C)C)cc1NC(=O)CCCn1c(=O)oc2ccccc21	u	1%	-13%	u	2%	-20%
COc1ccc(OC)c(S(=O)(=O)N2CCC(C(=O)Nc3cc(C)ccc3C)CC2)c1	13µM*	1%	-1%	-15%	7%	x

Next results:
SMILES	Pf growth 96h	LmPK inh	Sm TGR block	HCV inhibitor	Tb PYK inh	Pf growth 48h
CCN(CC)C(=O)C(Oc1ccc(C)nc1[N+](=O)[O-])c1ccccc1 (stereo unspecified)	-2%	-6%	12%	1%	4%	6%
Cc1cc(NC(=O)CSc2nnc(COc3ccccc3)o2)no1	-3%	1%	1%	32%[activator]	-5%	11%
CCn1nc(NS(=O)(=O)c2ccc(NC(C)=O)cc2)c2cc3ccc(C)cc3nc21	u	-5%	-15%	-19%	0%	1%
O=C(Cn1ncc2c3ccccc3n(Cc3ccccc3F)c2c1=O)N1CCN(c2ccccn2)CC1	29%	1%	-5%	-6%	9%	u
COc1ccccc1C(O)(C(=O)NN(C(=O)c1ccccc1)c1ccccc1C)c1cccs1 (stereo unspecified)	59%[activator]	-3%	2%	-5%	-2%	0%
O=C(Cn1c(-c2cncs2)nc2ccccc21)NCCc1ccccc1	u	-8%	38%[activator]	-11%	1%	x
CN(C)C(=O)COC(=O)/C=C/c1ccccc1[N+](=O)[O-]	-6%	-14%	-2%	5%	-11%	x
CCOc1ccc(N(CC(=O)NC2CCCCCC2)S(=O)(=O)c2ccccc2)cc1	41%[activator]	-11%	0%	9%	1%	10%
CCC(C)(C)C1CCc2c(sc(N)c2C(N)=O)C1 (stereo unspecified)	0%	6%	-12%	u	-16%	-5%
COc1cccc(Oc2cn[nH]c2-c2ccc(OC)cc2O)c1	x	4%	-25%	11µM*	2%	8.3µM*
CCCCCN(C(=O)CCC(=O)OCc1cccc(C)c1)c1c(N)n(CCCC)c(=O)[nH]c1=O	u	x	-2%	-15%	-9%	-1%
CCCCN(C(=O)Oc1ccccc1)C1CCS(=O)(=O)C1 (stereo unspecified)	-9%	6%	4%	10%	3%	-5%
COc1ccccc1C(=O)N/C(=C/c1ccccc1)C(=O)NC(CCSC)C(=O)O (stereo unspecified)	72%[activator]	-1%	3%	18%	-6%	36%[activator]
Cc1cc(N/N=C/c2ccc(O)cc2)c2cccc(C)c2n1	9.3µM*	0%	-21%	u	0%	0.37µM*
O=C(NC(=S)Nc1ccc(Br)cn1)c1cccnc1	u	3%	14%	18%	2%	u
COC(=O)C1=C(C)NC(C)=C(C(=O)OC)C1C1CC=CCC1 (stereo unspecified)	x	4%	1%	u	-9%	u
Cn1cccc1C(=O)NCc1ccc(S(N)(=O)=O)cc1	29%	1%	0%	8%	-3%	4%
Cc1cc(C)cc(NC(=S)N2CCN(c3ncc(C(F)(F)F)cc3Cl)CC2)c1	4%	0%	3%	4%	-4%	90%[activator]
CC(=O)Nc1cccc(C(=O)NCC2(N3CCCCC3)CCCCC2)c1	u	10%	0%	4%	-4%	-1%
C=Cn1ccnc1P(=S)(c1ccn(C)c1)c1nccn1C=C	7.4µM*	2%	2%	12%	2%	-1%

The last 2 records of the part above open the next one.
SMILES	Pf growth 96h	LmPK inh	Sm TGR block	HCV inhibitor	Tb PYK inh	Pf growth 48h
CC(=O)Nc1cccc(C(=O)NCC2(N3CCCCC3)CCCCC2)c1	u	10%	0%	4%	-4%	-1%
C=Cn1ccnc1P(=S)(c1ccn(C)c1)c1nccn1C=C	7.4µM*	2%	2%	12%	2%	-1%
CC(=O)N1C(=O)C2(Nc3ccccc3N2)c2ccccc21	u	-1%	0%	-12%	-8%	17%
CCOC(=O)/C(=N/Nc1ccccc1)N1CCCc2ccccc21	u	-8%	7%	0%	-5%	15µM*
COc1ccc(OC)c(NC(=O)NCCc2cccc(Cl)c2)c1	35%[activator]	-3%	3%	-10%	3%	u
COc1ccc(-c2noc(CNS(=O)(=O)c3ccccc3)n2)cc1	73%[activator]	-1%	-23%	0%	1%	30%[activator]
CCCCOc1cccc(-c2nnc(NC(=O)CSc3ccc(C)cc3)s2)c1	u	-4%	1%	13%	1%	-13%
O=C(O)c1n[nH]c2c1CC(C1CCCCC1)CC2 (stereo unspecified)	69%[activator]	x	0%	28%	6%	-29%
O=C(CSc1nnc(-c2ccc(Br)cc2)o1)Nc1cccc2ccccc12	u	2%	4%	13%	11%	15%
COc1cccc(/C=C2/Sc3ccc(C(=O)NCCN4CCCCCC4)cc3NC2=O)c1	u	-1%	-12%	5.6µM*	-13%	u
CN(C)CCCNC(=O)c1ccc(-c2nc(-c3ccc(Cl)cc3)cs2)cc1	1.5µM*	-1%	19%	10µM*	0%	2.6µM*
O=C(c1nc2ccccn2c1CNCCCn1nnc2ccccc21)N1CCOCC1	u	-3%	u	7%	-1%	27%
CC(NC(=O)c1cccs1)C(c1cccs1)N1CCOCC1 (stereo unspecified)	2.6µM*	0%	1%	9%	2%	-20%
O=C(NC1CCCCC1)c1ccc(Cl)c(NC(=O)c2ccccc2F)c1	3%	-2%	1%	4%	x	12%
COc1ccc(CC(=O)NC2CCN(CC(=O)N3CCCc4ccccc43)CC2)cc1OC	x	1%	-5%	9%&-11%	-2%	-12%
NCCNC(=O)c1c(NC(=O)c2ccccc2)sc2c1CCCC2	u	-2%	1%	u	-10%	u

Gathered by group, the compounds so far containing bromine
SMILES	Pf growth 96h	LmPK inh	Sm TGR block	HCV inhibitor	Tb PYK inh	Pf growth 48h
CC(=O)N=c1sccn1CC(O)c1ccc(Br)cc1 (stereo unspecified)	40%[activator]	-3%	0%	-10%	-5%	u
O=C(NC(=S)Nc1ccc(Br)cn1)c1cccnc1	u	3%	14%	18%	2%	u
O=C(CSc1nnc(-c2ccc(Br)cc2)o1)Nc1cccc2ccccc12	u	2%	4%	13%	11%	15%

Screens as filed in PubChem.
